# Anesthetic bind: qHTS Assay for Identification of Novel General Anesthetics; Potency, µM (titrated, usually from 77.5 µM), for the others: at the top dose activity change, negative = displacement, most hits filed as inhibitors; apoferritin/1-aminoanthracene competitive binding, fluorescence; Ferritin light chain (Equus caballus), P02791; AID 485281, 2010; 350,000 tested, 0.074% active; further: potency means the concentration at half of the fitted maximal effect; on the % scale 0 is the no-effect control and ±100 the full control effect; nearly all actives have a fitted effect of over 20% in size
# Target sequence (P02791 2-175 limits assumed): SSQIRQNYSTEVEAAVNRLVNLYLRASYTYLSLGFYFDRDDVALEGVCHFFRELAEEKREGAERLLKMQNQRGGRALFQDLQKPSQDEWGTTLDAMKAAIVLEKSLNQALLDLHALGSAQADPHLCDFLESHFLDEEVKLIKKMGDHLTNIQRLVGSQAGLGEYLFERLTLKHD
#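 Apoferritin-based anesthetic binding model; compound displacement of fluorescent 1-AMA measured as endpoint fluorescence after 10 minutes at room temperature, scaled to free-ligand and complex controls.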
# Pol iota inh: qHTS for Inhibitors of Polymerase Iota; Pol iota fluorescent replication assay, 10 min; Potency, µM (highest dose often 115 µM), without a hit: at the highest dose activity, negative = inhibition, hits mostly inhibitors; 390,000 tested, 1% active; AID 588590, 2011; further: potency means the concentration at half of the fitted maximal effect
#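 Pol iota at 10 nM preincubated 15 min with compounds at room temperature; reaction started with fluorescent substrate, 50 nM final. Fluorescence read kinetically at 0 and 10 min; buffer-only wells as negative control.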
# TRHR ag: qHTS for Small Molecule Agonists and Allosteric Enhancers of Human TRH Receptor: Primary Screen for Agonists; TRHR cells, calcium flux fluo-8, FDSS agonist mode; 360,000 tested, 0.18% active; activation, % at 2 µM; in the data active means activation above about 30%; further: 0% is about no effect
#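 Steps: seed TRHR cells overnight; add fluo-8 no-wash Ca dye, RT 30 min–1.5 h; record 10 s baseline; pin-transfer compounds; monitor fluorescence 1 cycle/s for the agonist window. Calcium increases flag candidate agonists.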
# POLK inh: qHTS for Inhibitors of Polymerase Kappa. DNA polymerase kappa (Homo sapiens), Q9UBT6. purified Pol kappa, fluorescent DNA synthesis assay, 10 min. Potency, µM (top dose mostly 107 µM), for inactives: at the top dose activity, negative = inhibition, most hits filed as inhibitors. 400,000 tested, 0.53% active. AID 588579, 2011; further: potency means the concentration at half of the fitted maximal effect; on the % scale 0 is the no-effect control and ±100 the full control effect
#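 Inhibition of 10 nM Pol kappa is measured by a fluorescent read-out at 0 and 10 min following addition of 50 nM substrate (final), with a 15-min room-temperature compound preincubation.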
# BLM helicase inh: qHTS Assay for Inhibitors of Bloom's syndrome helicase (BLM); RecQ-like DNA helicase BLM (Homo sapiens), P54132; 350,000 tested, 0.2% active; recombinant BLM DNA unwinding, fluorescence dequenching; AID 2528, 2010; Potency, µM (series often up to 56.1 µM), for inactives: top-dose activity change, negative = inhibition, most hits filed as inhibitors;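 further: potency means the concentration at half of the fitted maximal effect; plate controls were vehicle for no effect and no enzyme for full effect; nearly all actives have a fitted effect of over 35% in size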
# APEX1 inh: qHTS Assay for Inhibitors of the Human Apurinic/apyrimidinic Endonuclease 1 (APE1); DNA repair nuclease/redox regulator APEX1 (Homo sapiens), P27695; recombinant APE1, TAMRA/BHQ-2 abasic DNA cleavage fluorescence; Potency, µM (titrated, usually from 65.8 µM), without a hit: at the highest dose activity change, negative = inhibition, actives largely listed as inhibitors; 350,000 tested, 0.35% active; AID 2517, 2012;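 further: potency means the concentration at half of the fitted maximal effect; plate controls were vehicle for no effect and reference inhibitor for full effect; nearly all actives have a fitted effect of over 55% in size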
#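 Step 1: APE1 (0.75 nM) with compound, 15 min RT. Step 2: add 50 nM fluorophore/quencher THF duplex. Step 3: three fluorescence reads 60 s apart (525/598 nm); read 3 minus read 1 = reaction progress.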
# POLB inh: qHTS Assay for Inhibitors of DNA Polymerase Beta | 340,000 tested, 1.3% active | Potency, µM (titrated, usually from 114 µM), for inactives: top-dose activity change, negative = inhibition, usual class: inhibitors | AID 485314, 2010 | P06746 | Pol beta primer extension/strand displacement, fluorescence kinetic; further: potency means the concentration at half of the fitted maximal effect; on the % scale 0 is the no-effect control and ±100 the full control effect
#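 Human Pol beta at 10 nM; strand-displacement substrate 50 nM final. Compound exposure 15 min at room temperature before start, reaction 10 min at room temperature.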
# 12-LOX inh: Primary qHTS assay for inhibitors of human arachidonate 12S-lipoxygenase (ALOX12): Round 2; Polyunsaturated fatty acid lipoxygenase ALOX12 (Homo sapiens), P18054; purified 12hLO, xylenol orange hydroperoxide absorbance; Potency, µM (top dose mostly 108 µM), for the others: at the top dose activity change, negative = inhibition, most hits filed as inhibitors; 580,000 tested, 1.1% active; AID 1671190, 2021; further: potency means the concentration at half of the fitted maximal effect; on the % scale 0 is the no-effect control and ±100 the full control effect
# Target sequence (P18054 whole entry, looked up): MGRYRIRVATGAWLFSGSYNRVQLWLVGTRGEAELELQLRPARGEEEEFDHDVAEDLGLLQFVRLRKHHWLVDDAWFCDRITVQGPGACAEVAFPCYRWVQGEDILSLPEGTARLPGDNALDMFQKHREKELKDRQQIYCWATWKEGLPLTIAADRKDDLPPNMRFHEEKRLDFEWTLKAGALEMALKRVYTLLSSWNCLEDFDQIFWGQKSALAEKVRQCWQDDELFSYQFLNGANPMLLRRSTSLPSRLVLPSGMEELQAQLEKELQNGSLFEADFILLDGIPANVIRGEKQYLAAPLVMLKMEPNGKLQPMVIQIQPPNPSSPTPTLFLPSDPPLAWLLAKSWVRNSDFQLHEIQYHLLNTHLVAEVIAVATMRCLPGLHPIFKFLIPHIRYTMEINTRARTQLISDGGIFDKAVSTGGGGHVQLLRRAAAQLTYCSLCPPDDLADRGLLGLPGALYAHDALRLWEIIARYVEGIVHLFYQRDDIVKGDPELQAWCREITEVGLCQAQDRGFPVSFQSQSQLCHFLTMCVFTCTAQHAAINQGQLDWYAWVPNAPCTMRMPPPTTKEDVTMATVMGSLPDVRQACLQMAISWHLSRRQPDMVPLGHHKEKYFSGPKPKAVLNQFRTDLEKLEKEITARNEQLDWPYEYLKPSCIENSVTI
#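 Purified human 12hLO (150 nM final) in 25 mM Hepes, 0.01% Triton X-100, pH 7.0 was preincubated 15 min at room temperature with compound. Then 40 uM arachidonic acid was added, 30 min. Hydroperoxide was read by Fe-XO absorbance ratio 573/405 nm.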
# ERG-DNA inh: qHTS for Small Molecule Inhibitors of the ERG Ets/DNA interaction; Potency, µM (top dose mostly 76.9 µM), for inactives: top-dose FP activity, negative = inhibition, hits mostly inhibitors; fluorescence polarization, His-ERG Ets domain / labelled DNA; Transcriptional regulator ERG (Homo sapiens), P11308; 370,000 tested, 0.028% active; active means well fitted inhibition curve with a large enough effect in the polarisation, with a control signal flat; inconclusive means small, poorly fitted or top-dose-only effect, or effect the other way, or a change in a side signal; inactive means no such curve, though single readings can be large or run the other way; the % refers to the polarisation;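 further: polarization taken with two DNA probes labelled with fluorescein and Texas red; potency means the concentration at half of the fitted maximal effect; % of control where 0% means no effect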
#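 His-tagged ERG Ets domain (1 uM in the protein solution; 300mM KCl, 50mM Tris-HCl, 1mM EDTA, 1mM DTT, pH 7.5) received compound, then a probe mix of 5 nM fluorescein-DNA and 100nM Texas-615-DNA. Fluorescence polarization was read for both dyes.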
# * marks the source's active call; other numbers are inactive results; ? = inconclusive; . = not tested or not shown; [ ] = another dose, or the depositor's remark. Unless noted, the call rests on the fitted dose curve; in most records, active means well fitted curve in the direction sought with a large enough effect; inconclusive means small, poorly fitted or top-dose-only effect, or another doubt; inactive means no such curve, though single readings can be large; an effect the other way counts as inactive or inconclusive. Only part of the results is shown; rates above refer to the full screens.
SMILES,Anesthetic bind,Pol iota inh,TRHR ag,POLK inh,BLM helicase inh,APEX1 inh,POLB inh,12-LOX inh,ERG-DNA inh
NC(=O)C1CCN(S(=O)(=O)Cc2ccccc2Cl)CC1,-5%,-11%,0.4,-4%,-10%,1%,8%,-3%,-9%
O=C(Nc1cc(C(F)(F)F)ccc1N1CCOCC1)c1ccc2ccccc2n1,-16%,19%,0.2,0%,-6%,13%,32%,0%,3%
CCOc1cccc(/C=N/N2C(=O)CSC2=S)c1O,-11%,?,4.5,-23%,-26%,-2%,?,32µM*,66%[activator]
CN(C)CCCn1c(SCc2c(Cl)cccc2Cl)nnc1-c1ccncc1,0%,20%,0.5,-8%,-8%,23%,-1%,?,-8%
Cc1nn(C)cc1/C=N/NC(=O)Cn1cncn1,26%,13%,1.7,1%,2%,-1%,0%,483%[activator],-2%
Cc1cc(C)cc(NC(=O)C[n+]2ccccc2)c1,-1%,26%,-1.6,-8%,-1%,-16%,0%,-8%,-9%
Cc1ccc(N(C(=O)Cn2nnc(-c3cccs3)n2)C(C(=O)NC2CCCC2)c2ccncc2)cc1 (stereo not given),-14%,0%,.,7%,-8%,-2%,0%,0%,1%
Cc1ccccc1CN(c1ccc(C(=O)NCc2ccccn2)cc1)S(C)(=O)=O,-6%,39%[activator],0.7,2%,-1%,22%,1%,6%,10%
CCn1c(SCC(=O)c2ccc(Cl)cc2)nnc1C(C)C,?,-6%,-0.1,5%,-2%,-10%,19%,?,-2%
COc1ccccc1NCC(=O)N/N=C(\C)c1ccc(Br)s1,-16%,-11%,0.0,-7%,0%,1%,-3%,7%,-1%
O=C(CCNS(=O)(=O)c1ccccc1)NCCCc1ccccc1,.,31%[activator],-0.4,-7%,.,3%,.,-12%,-5%
COC(=O)CN1C(=O)N/C(=C/c2ccc(C)o2)C1=O,-13%,99%[activator],0.9,-19%,0%,8%,-16%,?,-10%
COc1ccccc1OCC(=O)Nc1ccncc1,1%,17%,-0.1,1%,0%,23%,15%,6%,-9%
COc1ccc(NC2CCCN(C(=O)c3csc(C(C)C)n3)C2)cc1 (stereo not given),2%,22%,-0.2,2%,0%,54%,1%,-5%,0%
Cc1cnc(NC(=O)CCCNC(=O)c2ccc(Cl)cc2)s1,.,-15%,0.0,-7%,.,43%[activator],.,36%[activator],12%
COc1cccc(C(=O)c2sc(NC(C)C)nc2N)c1,-10%,17%,0.2,2%,6%,31%[activator],1%,-21%,-7%
Cc1ccc(N(CC(=O)NC(C)C)C(=O)CCC(=O)Nc2nccs2)cc1C,-6%,31%[activator],0.4,7%,2%,-4%,13%,5%,2%
O=C(Nc1ccc(F)cc1)c1nn(-c2ccccc2)c(=O)cc1Cl,-17%,39%[activator],-0.7,-22%,-11%,-4%,0%,-4%,13%
O=C(OCCN=C1NS(=O)(=O)c2ccccc21)c1cccs1,-3%,-24%,0.1,-2%,-1%,3%,-1%,-6%,-6%
CCn1c(=O)c2c(n3cnnc13)-c1ccccc1CC21CCCCC1,-16%,-1%,-0.3,-2%,-3%,2%,?,2%,7%
Cc1nc2c(ccc3c2ccc2nc(C)sc23)s1,-4%,-1%,-0.2,-6%,-1%,-5%,7%,?,1%
COc1cccc(-c2sc3ccc(OC)cc3c2-c2ccc(OCCN3CCCCC3)cc2)c1,.,-10%,.,-21%,.,-20%,.,.,-6%
Cc1ccc(C(=O)OCCOc2cccc(Cl)c2)cc1S(=O)(=O)N1CCOCC1,.,18%,1.6,-15%,.,-18%,.,14%,-2%
O=C(NCCCN1CCOCC1)c1cc2c(s1)CCC2,-5%,10%,0.3,-6%,4%,1%,-9%,82%[activator][57.4 µM],5%
CCCCCn1cc2c(c1-c1ccc(Br)cc1)c(=O)n(C)c(=O)n2C,-3%,2%,-2.0,8%,-1%,.,37%,-29%,5%
Cc1ccc(NC(=O)C2CCCN(S(=O)(=O)c3cccnc3)C2)c(C)c1 (stereo not given),3%,99%[activator],0.1,-15%,0%,16%,24%,0%,5%
CC1(C)C[C@@H](O)[C@]2(C)CC[C@]3(C)C(=CCC4[C@@]5(C)CC[C@H](O)[C@](C)(CO)C5CC[C@]43C)[C@@H]2C1 (stereo not given in full),.,2%,.,-19%,.,5%,.,12%,2%
N#Cc1c(Cl)nc(-c2cccnc2)nc1-c1ccccc1,-15%,.,-0.1,.,0%,11%,44%,.,.
CCCNC(=S)N1CCC(C(=O)c2ccc(Cl)cc2)CC1,-3%,2%,-1.0,2%,-15%,21%,2%,2%,8%
S=C(NCc1ccco1)Nc1ccc(Br)cn1,-23%,41%[activator],0.9,2%,-5%,8%,4%,?,-2%
Cc1nc2ccc3nc(NC(=O)C4COc5ccccc5O4)sc3c2s1 (stereo not given),-5%,?,0.1,?,-4%,-7%,-1%,?,2%
COc1ccc(C2=C(C)C(N3CCN(c4ccc(OC)cc4)CC3)=NS2(=O)=O)cc1,-1%,20%,0.0,6%,-4%,.,12%,-19%,15%
CCOc1ccccc1NC(=O)c1nnn(CC(=O)Nc2cc(C)cc(C)c2)c1N,0%,25%,0.4,2%,-4%,12%,6%,-14%,0%
Cc1ccccc1NC(=O)c1c(NC(=O)C(C)Oc2cccc(Cl)c2)sc2c1CCCC2 (stereo not given),5%,2%,-0.2,-5%,-11%,.,14%,?,-2%
O=C(CSCc1ccc(Br)cc1)Nc1ccc(S(=O)(=O)N2CCOCC2)cc1,-12%,-16%[58.9 µM],0.8,-6%,-5%,-6%,8%,9%,4%
Cc1ccc(/C=C/C(=O)Nc2ccc([N+](=O)[O-])cc2)o1,-21%,23%,-0.6,4%,-1%,-5%,4%,6.3µM*,-23%
CCOc1ccccc1NC(=O)c1cc(S(=O)(=O)NC2CCCC2)ccc1F,?,8%,-0.2,-3%[60.1 µM],-10%,.,-1%,-12%,0%
Cc1cccc(C)c1NC(=O)c1c(C)oc2c1C1=NCCN1C=N2,-10%,-26%,-0.3,-12%,1%,.,2%,-3%,9%
Cc1cc(C)cc(-n2c(C)cc(/C=N/NC(=O)c3cccc([N+](=O)[O-])c3C)c2C)c1,?,0%,-1.2,0%,-7%,-5%,-6%,-1%,3%
CCOCCCNCC(=O)NC1(C)C2CCC(C2)C1(C)C (stereo not given),-22%,14%,0.8,-2%,-3%,7%,-3%,0%,-7%
CC(C)CCn1c(SCC(=O)NC2CC2)nc2cc(Cl)ccc2c1=O,.,10%,-0.4,-16%,.,-1%,.,?,-1%
COc1cccc(/C=N/NC(=O)C(C)n2nc(C)c([N+](=O)[O-])c2C)c1O (stereo not given),1%,20%,0.4,-3%,3%,0%,24%,2%,1%
Cc1nn(S(=O)(=O)c2ccc(C(C)C)cc2)c(C)c1S(=O)(=O)N1CCCCCC1,-15%,16%,0.2,-12%[60.1 µM],2%,.,-1%,?,0%
Cn1c(NC(=O)Cc2ccc(F)cc2)cc(=O)n(C)c1=O,1%,?,-0.2,3%,-3%,2%,0%,3%[57.4 µM],-23%
CC(C)c1ccc(S(=O)(=O)c2nnn3c2nc(NCCc2ccccc2)c2sccc23)cc1,-4%,13%,1.3,-16%,-7%,.,2%,-1%,11%

# Reprinted at random: 3 entries already listed.
SMILES,Anesthetic bind,Pol iota inh,TRHR ag,POLK inh,BLM helicase inh,APEX1 inh,POLB inh,12-LOX inh,ERG-DNA inh
O=C(CCNS(=O)(=O)c1ccccc1)NCCCc1ccccc1,.,31%[activator],-0.4,-7%,.,3%,.,-12%,-5%
Cc1cc(C)cc(-n2c(C)cc(/C=N/NC(=O)c3cccc([N+](=O)[O-])c3C)c2C)c1,?,0%,-1.2,0%,-7%,-5%,-6%,-1%,3%
Cc1ccc(/C=C/C(=O)Nc2ccc([N+](=O)[O-])cc2)o1,-21%,23%,-0.6,4%,-1%,-5%,4%,6.3µM*,-23%

# Next section
SMILES,Anesthetic bind,Pol iota inh,TRHR ag,POLK inh,BLM helicase inh,APEX1 inh,POLB inh,12-LOX inh,ERG-DNA inh
COc1ccc(-c2cc(C(=O)NCCCn3ccnc3)no2)cc1,-10%,2%,-0.1,-11%,3%,?,22%,24%,-6%
CC(=O)NC(CC(=O)OCC(=O)c1ccc(NC(=O)CC(C)C)cc1)c1ccccc1 (stereo not given),.,?,0.1,-16%,.,?,.,0%,-14%[15.4 µM]
CCS(=O)(=O)Nc1cc(C(=O)O)ccc1C,-2%,43%[activator],0.0,0%,-1%,-1%,-3%,?,15%
O=C(O)CC1NCCc2ccccc21 (stereo not given),2%,30%,1.2,4%,-9%,3%,13%,?,4%
COCCn1c(SCC(=O)N2CCCc3ccccc32)nnc1-c1ccco1,-5%,-12%[58.9 µM],0.8,-10%,0%,-6%,2%,9%,-5%
CC(C)CCN(Cc1ccco1)C(=O)c1cc2c(s1)-c1ccccc1OC2,78%[activator],7%,1.2,3%,-10%,.,16%,0%,0%
CN(C)C(=O)c1ccc(-c2cncnc2NC2CCNCC2)cc1,.,.,.,1%[60.1 µM],-13%,11%,.,?,.
Cc1cccc(OCC(=O)Nc2ccc(Cl)c(-c3nc4ccccc4[nH]3)c2)c1,-1%,6%,-0.6,-10%,-11%,.,8%,-17%,3%
Cc1nc(N2CCC(C)CC2)c2c(C)c(C(=O)Nc3ccc(C)c(F)c3)sc2n1,-4%,30%,-0.6,0%,-3%,1%,15%,-1%,-8%
